Bioassay records (PubChem)
HSF-1 act: increases HSF-1 driven luciferase reporter signal | NIH3T3-HGL HSF-1 luciferase reporter, MG132, 8 h; 100% = twice DMSO control signal | activation, % at 9 µM | 300,000 compounds, 1.7% hits | AID 504408;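 active = mean replicate activation of at least 50% with a set share of replicates each reaching 50%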;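 also: 0% = median of the neutral control wells and 100% = twice that signal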
GSK3 alpha inh: blocks human GSK-3 alpha kinase. ADP-Glo luminescence, 60 min. inhibition, % at 10 µM. 320,000 compounds, 0.1% hits;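 in the data active = inhibition above about 50%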;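 also: GST-tagged GSK-3 alpha with peptide substrate and 25 µM ATP; 0% = DMSO neutral wells and 100% = GW8510 positive control wells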
Target sequence (P49840 whole entry, looked up): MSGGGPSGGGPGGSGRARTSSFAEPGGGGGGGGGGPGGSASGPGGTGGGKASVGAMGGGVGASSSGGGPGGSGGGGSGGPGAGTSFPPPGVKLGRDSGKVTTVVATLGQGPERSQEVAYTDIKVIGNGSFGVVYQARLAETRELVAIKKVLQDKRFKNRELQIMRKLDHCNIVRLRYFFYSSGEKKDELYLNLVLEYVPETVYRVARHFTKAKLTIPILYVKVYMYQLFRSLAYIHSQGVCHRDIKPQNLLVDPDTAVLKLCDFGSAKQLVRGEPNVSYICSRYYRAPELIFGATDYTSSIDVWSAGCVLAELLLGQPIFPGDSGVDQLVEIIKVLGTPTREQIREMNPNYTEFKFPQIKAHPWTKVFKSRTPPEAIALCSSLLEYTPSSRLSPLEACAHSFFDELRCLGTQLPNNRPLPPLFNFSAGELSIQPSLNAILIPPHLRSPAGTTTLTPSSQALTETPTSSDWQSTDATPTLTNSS
DYRK1A inh: inhibitors of rat Dyrk1A kinase. ADP-Glo luminescence, NFATc1 peptide. Q63470. 310,000 compounds, 0.43% hits. inhibition, % at 12.5 µM; in the data active = inhibition above about 50%;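 also: plate controls were vehicle with enzyme for no effect and no enzyme for full effect; many of its hits are not listed in these tables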
Platelet DG rel: modulates dense granule release in human platelets | human platelet-rich plasma, SFLLRN dense granule ATP release, luminescence | 300,000 compounds, 0.22% hits | inhibition, %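 (compounds screened at 7.5 µM in platelet-rich plasma)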 | AID 1663;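 active = mean replicate score, as percent of positive control, at or above 50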
HSP90 refold inh: HSP90 refolding inhibition in rabbit reticulocyte lysate | luciferase refolding luminescence, 3 h | inhibition, % at 5.6 µM | 290,000 compounds, 0.91% hits | AID 1789;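 active = inhibition above the screen-wide mean plus 3 SD, computed separately per campaign, cut at about 16% in these data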;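 also: 0% = DMSO wells and 100% = 60 µM geldanamycin wells; inhibitors lower the luminescence because luciferase stays unfolded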
IEC-6 tox: counter-screen for KLF5 inhibitors: cytotoxicity in IEC-6 cells; IEC-6 cytotoxicity, luminescence viability; inhibition, % at 5 µM; 290,000 compounds, 0.78% hits; AID 1825; in the data active = inhibition above about 22%;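 also: 0% = plate median of test compound wells and 100% = cytotoxic reference compound wells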
aSyn UTR inh: MLPCN primary screen, SNCA 5' untranslated region. 300,000 compounds, 0.82% hits. inhibition, % (tested at 7.5 µM). AID 1813. alpha-synuclein 5'UTR reporter, inhibitor activity; in the data active = inhibition above about 60%;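 also: H4 neuroglioblastoma cells stably carrying SNCA 5'UTR luciferase fusion; 0% = DMSO wells and 100% = positive control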
HSF1 inhib: HSF1 inhibition; activity change, negative = inhibition, % at 7.5 µM (by protocol); NIH3T3-HGL HSE-luciferase, MG132-induced, luminescence 8 h; hits give low values; 300,000 compounds, 0.77% hits;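 active = more than half of replicate wells show activity change below -50%, luminescence cut by over half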;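 also: luciferase reports HSF-1 transcriptional activity via heat shock element; 0% = median of DMSO wells and -100% = zero luminescence signal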
KLF5 inhibitor: suppresses KLF5 promoter-driven expression | inhibition, % at 5 µM | 290,000 compounds, 0.23% hits | DLD-1 KLF5 promoter-luciferase reporter, luminescence;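 active = inhibition above a per-plate limit of that plate's mean compound inhibition plus 3 SD, cut at about 60% in these data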;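 also: 0% = DMSO wells and 100% = LY294002 at 200 µM; higher means less KLF5 promoter-driven luciferase light; inactives centre near -14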
GSK3beta inhib: inhibitors of human GSK3beta kinase; AID 2097; P49841; GST-GSK3beta kinase, ADP-Glo luminescence, 60 min; hits give low values; 300,000 compounds, 0.038% hits; activity score (negative = inhibition), % at 10 µM;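 active = more than half of replicate wells score below -50%, meaning over 50% inhibition versus plate controls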;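 also: 0% = median DMSO wells and -100% = median GW8510 positive control wells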
Target sequence (P49841 whole entry, looked up): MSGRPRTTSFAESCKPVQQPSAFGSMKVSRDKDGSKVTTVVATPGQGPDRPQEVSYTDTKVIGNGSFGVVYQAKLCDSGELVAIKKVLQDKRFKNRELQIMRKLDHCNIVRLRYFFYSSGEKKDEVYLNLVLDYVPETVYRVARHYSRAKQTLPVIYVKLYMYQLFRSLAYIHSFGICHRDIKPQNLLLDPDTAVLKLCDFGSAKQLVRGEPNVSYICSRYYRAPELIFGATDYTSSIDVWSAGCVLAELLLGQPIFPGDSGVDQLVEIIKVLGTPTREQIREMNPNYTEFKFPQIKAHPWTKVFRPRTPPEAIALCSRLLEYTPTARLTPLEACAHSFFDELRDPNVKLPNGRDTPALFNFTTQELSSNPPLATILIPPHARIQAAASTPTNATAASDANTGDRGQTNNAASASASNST
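Test system – GST-tagged human GSK3beta kinase, cell-free · Incubation – 60 min enzyme reaction, room temperature · Signal – ADP-Glo luminescence · Also added – peptide substrate and ATP at 25 µM · Controls – DMSO neutral wells and GW8510 at 20 µM as positive · Buffer or medium – Tris/MgCl2 kinase buffer · Measure – Luminescence-derived activity versus plate DMSO and GW8510 wells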
Numbers without * were called inactive; · = not tested or not shown. These rows are one share of the data. The share of hits here may be higher or lower than overall.

nr	canonical_smiles	HSF-1 act	GSK3 alpha inh	DYRK1A inh	Platelet DG rel	HSP90 refold inh
1	Cc1ccc(S(=O)(=O)N2CCC(=O)N(CCOCc3cccc(F)c3)CC2)cc1	-3	-2	-1	-1	-1
2	Cc1ccc(-c2noc(CCCC(=O)NC3CCCCC3)n2)cc1	50	0	-5	-12	3
3	O=C1c2ccccc2OCOc2ccccc21	-2	-3	-2	3	7
4	CCCCCc1ccc(-c2cn(CC3CCCCC3)nn2)cc1	-10	-1	-9	1	4
5	CC1c2cc3c(cc2CCN1C(=O)c1cccc(Cl)c1)OCCCO3 (centres undefined)	-15	-5	·	-3	0
6	Cc1c(C(=O)N2CCN(c3ccccc3)CC2)sc2nc3n(c(=O)c12)CCC3	17	-2	·	3	-4
7	CCOc1cc(/C=C\[N+](=O)[O-])ccc1OCC(=O)N1CCOCC1	310*	-4	-3	-5	-7
8	O=C1OCC(c2ccccc2)=C1c1ccc(S(=O)(=O)N2CCOCC2)s1	·	-1	1	11	0
9	O=S1(=O)CCC(NC(=S)NC2CCS(=O)(=O)C2)C1 (centres undefined)	-12	3	-1	8	3
10	O=C(CC1C(=O)NCCN1Cc1ccoc1)NCCc1ccc(Cl)cc1 (centres undefined)	12	1	3	0	-2
11	CCN(CC)S(=O)(=O)c1ccc(NN=C2CCN(C(C)C)CC2)c([N+](=O)[O-])c1	21	6	-13	-2	-1
12	CCOC(=O)N1CCC(N(CCN(C)C)C(=S)Nc2ccccc2Cl)CC1	-1	-2	-5	-1	0

nr	IEC-6 tox	aSyn UTR inh	HSF1 inhib	KLF5 inhibitor	GSK3beta inhib
1	6	23	1	-4	2
2	2	13	16	-2	2
3	7	25	-6	16	5
4	7	-16	-7	-56	3
5	25*	-65	2	-10	2
6	-9	-4	6	-18	2
7	2	-5	189	-34	-3
8	-7	2	·	-9	1
9	1	20	3	-9	2
10	-4	0	1	-10	0
11	0	-11	15	-8	2
12	4	8	-2	14	2

Continuation.
nr	canonical_smiles	HSF-1 act	GSK3 alpha inh	DYRK1A inh	Platelet DG rel	HSP90 refold inh
13	C=CCc1cc(C)ccc1OCCCC(C(=O)OCC)C(=O)OCC	1	-1	-5	10	-1
14	CCOC(=O)CSc1nnc(-c2ccco2)n1-c1ccc(C)cc1	6	4	-2	3	3
15	Cc1coc(C)c1C(=O)CC1(O)C(=O)Nc2cc(Cl)cc(Cl)c21 (centres undefined)	0	1	-4	-4	2
16	COCCCNC(=O)C1CCN(C(=O)c2oc3cc4sc(N(C)C)nc4cc3c2C)CC1	-4	0	2	1	-3
17	Cc1ccc(C2=NN(CCC(=O)NCc3ccc4c(c3)OCO4)C(=O)CC2)cc1	-3	-1	-2	-10	-1
18	COc1ccccc1N(CC(=O)N1CCN(c2ccccc2)CC1)S(=O)(=O)c1ccc(C)cc1	-10	-1	-6	-2	14
19	CCN(CC)C(=O)c1ccccc1NC(=O)c1ccccc1C	-12	3	-1	1	0
20	COc1ccc(-c2cn3cccc(C)c3n2)cc1Br	62*	-1	8	13	-2
21	O=C1NC(c2ccccc2Br)=N/C1=C\c1ccco1	14	2	10	3	-4
22	O=C(Nc1ccc(Cl)cn1)c1cccc2c(Br)cccc12	38	0	3	-2	0
23	CCOC(=O)c1[nH]c(C)c(C(=O)N2CCN(C(=O)c3ccco3)CC2)c1C	5	1	6	-3	0
24	CCN(CC(=O)Nc1ccc(NC(C)=O)cc1)C(=O)CCCN1C(=O)c2ccccc2C1=O	-11	1	-2	34	·

nr	IEC-6 tox	aSyn UTR inh	HSF1 inhib	KLF5 inhibitor	GSK3beta inhib
13	1	16	-6	-11	5
14	-1	8	-3	-22	2
15	2	8	3	-7	3
16	-5	-93	14	-65	-2
17	0	11	3	-21	1
18	4	7	7	17	-5
19	-2	-2	-2	-6	-1
20	9	-259	41	-153	2
21	-6	-165	5	-33	-1
22	82*	-41	29	62*	-4
23	-6	26	-5	-26	1
24	·	8	-8	·	1

3 compounds already listed, sorted by length of the SMILES, low to high:
nr	canonical_smiles	HSF-1 act	GSK3 alpha inh	DYRK1A inh	Platelet DG rel	HSP90 refold inh
3	O=C1c2ccccc2OCOc2ccccc21	-2	-3	-2	3	7
20	COc1ccc(-c2cn3cccc(C)c3n2)cc1Br	62*	-1	8	13	-2
1	Cc1ccc(S(=O)(=O)N2CCC(=O)N(CCOCc3cccc(F)c3)CC2)cc1	-3	-2	-1	-1	-1

nr	IEC-6 tox	aSyn UTR inh	HSF1 inhib	KLF5 inhibitor	GSK3beta inhib
3	7	25	-6	16	5
20	9	-259	41	-153	2
1	6	23	1	-4	2

The list continues:
nr	canonical_smiles	HSF-1 act	GSK3 alpha inh	DYRK1A inh	Platelet DG rel	HSP90 refold inh
25	CN(C)CCCNC(=O)/C=C/c1ccc2c(c1)OCO2	-6	12	17	-15	-4
26	CCc1ccc(NC(=O)CSc2nnc(-c3cccs3)n2CC)cc1	24	-1	-2	2	5
27	CCOC(=O)C1C(=O)CC(O)(c2ccccc2)CC1c1ccccc1 (centres undefined)	-20	-2	4	9	1
28	c1ccc(Nc2nc3ccccc3[nH]2)nc1	62*	-1	5	5	-3
29	Cc1cc(C(=O)Nc2ccc3[nH]ccc3c2)no1	5	-1	4	-26	6
30	C/C=C(\C)c1nnc(NC(=O)OCC)s1	-5	-1	3	·	2
31	COc1cc(-c2nc(S(=O)(=O)c3ccc(Cl)cc3)c(N(C)C)o2)cc(OC)c1OC	-8	-4	-4	10	-1
32	Cc1ccc(CN(C(=O)Cn2nnc3ccccc32)C(C(=O)NCc2ccco2)c2cccs2)cc1 (centres undefined)	31	-4	1	-2	8
33	O=C(/C=C/c1ccccc1[N+](=O)[O-])Oc1ccccc1	0	-4	·	-20	-3
34	COc1cc2c(=O)n(CCC(=O)NCC3CCCO3)c(=O)n(CC(=O)Nc3ccc(F)cc3)c2cc1OC (centres undefined)	6	-1	-6	-4	0
35	Cc1cc(NC(=O)CSc2nc3sc(C)c(C)c3c(=O)n2C2CCCC2)no1	-4	-3	-2	5	3
36	CC1=NNC(=O)C1Cc1ccc(F)cc1 (centres undefined)	0	-2	-4	5	0

nr	IEC-6 tox	aSyn UTR inh	HSF1 inhib	KLF5 inhibitor	GSK3beta inhib
25	-3	14	1	22	-4
26	9	-5	8	-15	1
27	8	3	-1	-16	-1
28	8	-169	14	-67	1
29	6	-152	0	-112	2
30	1	-51	0	26	0
31	-2	-17	4	-17	3
32	-2	-20	14	-49	-3
33	-4	11	-11	-27	-2
34	0	9	-8	-10	·
35	-4	25	12	1	4
36	0	22	-5	-3	0

Other structures
nr	canonical_smiles	HSF-1 act	GSK3 alpha inh	DYRK1A inh	Platelet DG rel	HSP90 refold inh
37	Nc1ccc(CNC(=O)OCC2c3ccccc3-c3ccccc32)cc1	11	0	-6	0	·
38	Cc1nnc(N2CCc3ccccc3C2)[nH]c1=O	-15	-1	5	-22	9
39	COC(=O)Cc1ccc(NC(=S)NCc2ccccc2)cc1	3	-2	8	14	-3
40	O=c1nc(N/N=C/c2ccco2)cn[nH]1	1	1	0	2	2
41	Cc1cccc(NC(=O)c2ccc(S(=O)(=O)N3CCC(C)CC3)cc2)n1	-7	2	-4	11	-3
42	CCOC1OC2C(CO)OC(n3cnc4c(N)ncnc43)C2O1 (centres undefined)	-6	0	10	74*	-2
43	CC1CCCC(C)N1CCNC(=O)CCn1nc(-c2ccccc2)ccc1=O (centres undefined)	-12	-3	-5	3	-2
44	CCOc1ccc2oc(-c3ccccc3)c(C(=O)N(C)C)c2c1	8	2	-6	10	10
45	CCOc1ccccc1NC(=O)NNS(=O)(=O)c1cc(C)ccc1C	10	-1	-2	-12	-7
46	CN(C)C(=O)CSc1nnc([C@H](Cc2ccccc2)NC(=O)OC(C)(C)C)o1	6	1	0	2	-5
47	O=C(c1ccco1)N1CCN(Cc2cc(=O)c(OCc3ccccc3)co2)CC1	13	2	6	-17	·
48	Cc1cc(NC(=O)COC(=O)c2cc3c(s2)CCC(C)C3)no1 (centres undefined)	-4	-2	-4	-1	0

nr	IEC-6 tox	aSyn UTR inh	HSF1 inhib	KLF5 inhibitor	GSK3beta inhib
37	·	-19	22	·	3
38	2	3	-4	-5	0
39	-9	-1	7	-37	0
40	-2	-26	10	13	-2
41	-2	0	2	-42	2
42	0	-27	-9	-14	-2
43	-4	-6	3	-5	1
44	0	-14	-1	-12	1
45	3	23	-3	-3	0
46	-6	-7	-2	-6	1
47	·	8	1	·	2
48	-2	-4	-1	-15	4

HSF-1 act, hit marks shown above.
No.	SMILES	HSF-1 act	GSK3 alpha inh	DYRK1A inh	Platelet DG rel	HSP90 refold inh	aSyn UTR inh	HSF1 inhib	KLF5 inhibitor	GSK3beta inhib
7	CCOc1cc(/C=C\[N+](=O)[O-])ccc1OCC(=O)N1CCOCC1	310*	-4	-3	-5	-7	-5	189	-34	-3
20	COc1ccc(-c2cn3cccc(C)c3n2)cc1Br	62*	-1	8	13	-2	-259	41	-153	2
28	c1ccc(Nc2nc3ccccc3[nH]2)nc1	62*	-1	5	5	-3	-169	14	-67	1

Seven entries from above, with bars between the fields.
item | SMILES | HSF-1 act | GSK3 alpha inh | DYRK1A inh | Platelet DG rel | HSP90 refold inh | IEC-6 tox | aSyn UTR inh | HSF1 inhib | KLF5 inhibitor | GSK3beta inhib
31 | COc1cc(-c2nc(S(=O)(=O)c3ccc(Cl)cc3)c(N(C)C)o2)cc(OC)c1OC | -8 | -4 | -4 | 10 | -1 | -2 | -17 | 4 | -17 | 3
32 | Cc1ccc(CN(C(=O)Cn2nnc3ccccc32)C(C(=O)NCc2ccco2)c2cccs2)cc1 (centres undefined) | 31 | -4 | 1 | -2 | 8 | -2 | -20 | 14 | -49 | -3
33 | O=C(/C=C/c1ccccc1[N+](=O)[O-])Oc1ccccc1 | 0 | -4 | · | -20 | -3 | -4 | 11 | -11 | -27 | -2
34 | COc1cc2c(=O)n(CCC(=O)NCC3CCCO3)c(=O)n(CC(=O)Nc3ccc(F)cc3)c2cc1OC (centres undefined) | 6 | -1 | -6 | -4 | 0 | 0 | 9 | -8 | -10 | ·
35 | Cc1cc(NC(=O)CSc2nc3sc(C)c(C)c3c(=O)n2C2CCCC2)no1 | -4 | -3 | -2 | 5 | 3 | -4 | 25 | 12 | 1 | 4
36 | CC1=NNC(=O)C1Cc1ccc(F)cc1 (centres undefined) | 0 | -2 | -4 | 5 | 0 | 0 | 22 | -5 | -3 | 0
37 | Nc1ccc(CNC(=O)OCC2c3ccccc3-c3ccccc32)cc1 | 11 | 0 | -6 | 0 | · | · | -19 | 22 | · | 3
